Assay outcomes (PubChem)
GLS inh: qHTS for Inhibitors of Glutaminase (GLS). Glutaminase kidney isoform, mitochondrial (Homo sapiens), O94925. GLS enzymatic activity, qHTS titration. Potency, µM (doses to about 45.5 µM), inactives show at the top dose activity change, negative = inhibition, usual class: inhibitors. hit rate 0.21% among 410,000. AID 624170, 2012; also: potency is read from the fitted curve at half-maximal effect; % is scaled to controls: 0 for no effect and ±100 for the full control effect
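Glutamate formation by hKGA was monitored fluorometrically using coupled glutamate oxidase, HRP and Amplex Red. Substrate was added as 1 mM L-glutamine solution; incubation was 30 min at RT after an initial read.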
G9a block: qHTS Assay for Inhibitors of Histone Lysine Methyltransferase G9a. G9a H3K9 monomethylation, AlphaScreen, 2 h. Histone-lysine N-methyltransferase EHMT2 (Homo sapiens), Q96KQ7. Potency, µM (top dose mostly 102 µM), for inactives: top-dose activity, negative = inhibition, usual class: inhibitors. hit rate 8.8% among 350,000; also: potency is read from the fitted curve at half-maximal effect; % is scaled to controls: 0 for no effect and ±100 for the full control effect; nearly all actives have a fitted effect of over 75% in size
Target sequence (Q96KQ7 913-1193 limits assumed): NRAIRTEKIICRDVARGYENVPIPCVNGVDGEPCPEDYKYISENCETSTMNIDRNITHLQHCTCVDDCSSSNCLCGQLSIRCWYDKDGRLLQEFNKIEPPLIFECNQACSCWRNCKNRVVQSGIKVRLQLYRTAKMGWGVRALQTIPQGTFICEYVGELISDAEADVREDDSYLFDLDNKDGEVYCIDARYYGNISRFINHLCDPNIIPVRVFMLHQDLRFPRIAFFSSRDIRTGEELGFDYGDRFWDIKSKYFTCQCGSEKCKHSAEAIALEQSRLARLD
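Step 1: enzyme (final 20 nM) with compound, 15 min RT. Step 2: substrate peptide 500 nM and SAM 20 uM, 2 h RT. Step 3: anti-H3K9me1 antibody and AlphaScreen beads, 10 min, then plate read.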
HP1b binding inh: HTS for Inhibitors of HP1-beta Chromodomain Interactions with Methylated Histone Tails | Chromobox protein homolog 1 (Homo sapiens), P83916 | AlphaScreen HP1-beta / biotin-H3K9me3 peptide binding | Potency, µM (series often up to 114 µM), without a hit: at the highest dose activity change, negative = inhibition, hits mostly inhibitors | hit rate 0.56% among 390,000; also: potency is read from the fitted curve at half-maximal effect; nearly all actives have a fitted effect of over 70% in size; inactives centre near 23
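AlphaScreen: HP1-beta (50 nM) preformed 30 min with biotin-H3(1-18)K9me3 peptide (50 nM) in PBS pH 7.4, 0.01% Tween-20. Compound added for 30 min at RT, then streptavidin donor/nickel chelate acceptor beads (10 ug/mL) for 30 min.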
Pol eta inh: qHTS for Inhibitors of Polymerase Eta; recombinant Pol eta, fluorescent DNA replication assay; Potency, µM (titrated, usually from 114 µM), without a hit: at the highest dose activity change, negative = inhibition, hits mostly inhibitors; hit rate 1.2% among 390,000; AID 588591, 2011; also: potency is read from the fitted curve at half-maximal effect; % is scaled to controls: 0 for no effect and ±100 for the full control effect
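Pol eta (10 nM) was preincubated with compounds for 15 min at room temperature, after which fluorescent replication substrate (50 nM final) was added to start the reaction. Fluorescence was read kinetically at 0 and 10 min.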
JMJD2A Tudor: qHTS Assay for Inhibitors of JMJD2A-Tudor Domain | Lysine-specific demethylase 4A (Homo sapiens), O75164 | AlphaScreen JMJD2A-Tudor / H3K4me3 peptide binding | Potency, µM (series often up to 114 µM), inactives show at the highest dose activity change, negative = inhibition, most hits filed as inhibitors | hit rate 4.4% among 390,000 | AID 504339, 2011; also: potency is read from the fitted curve at half-maximal effect; % is scaled to controls: 0 for no effect and ±100 for the full control effect; nearly all actives have a fitted effect of over 50% in size
Pin1 inh: qHTS Assay to Find Inhibitors of Pin1. Peptidyl-prolyl cis-trans isomerase NIMA-interacting 1 (Homo sapiens), Q13526. Pin1 FP peptide displacement, HiFluor488, 10 min. Potency, µM (doses to about 115 µM), for inactives: at the top dose activity, negative = inhibition, actives largely listed as inhibitors. hit rate 0.009% among 390,000. AID 504891, 2011; active = well fitted inhibition curve with a large enough effect in the polarisation, with a control signal flat, not every such curve was filed as active; inconclusive = small, poorly fitted or top-dose-only effect, or effect the other way, or a change in a side signal; inactive = no such curve, though single readings can be large or run the other way; the % refers to the polarisation; also: potency is read from the fitted curve at half-maximal effect; % is scaled to controls: 0 for no effect and ±100 for the full control effect
Target sequence (Q13526 whole entry, looked up): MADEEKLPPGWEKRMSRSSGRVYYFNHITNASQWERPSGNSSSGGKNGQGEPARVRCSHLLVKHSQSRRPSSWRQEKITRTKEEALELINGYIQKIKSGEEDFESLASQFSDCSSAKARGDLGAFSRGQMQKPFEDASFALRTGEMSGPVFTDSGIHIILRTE
BAZ2B inh: qHTS Assay for Inhibitors of BAZ2B; Bromodomain adjacent to zinc finger domain protein 2B (Homo sapiens), Q9UIF8; AlphaScreen BAZ2B-H3K14Ac peptide displacement; Potency, µM (series often up to 114 µM), inactives show at the top dose activity change, negative = inhibition, hits mostly inhibitors; hit rate 4.4% among 360,000; also: potency is read from the fitted curve at half-maximal effect; % is scaled to controls: 0 for no effect and ±100 for the full control effect; nearly all actives have a fitted effect of over 60% in size
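In this displacement format the biotinylated H3(5-23) peptide acetylated at Lys14 serves as ligand at 50 nM, with BAZ2B at 50 nM in PBS pH 7.4 containing 0.01% Tween-20. Donor and acceptor beads are 10 ug/mL final.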
PI4K2A block: qHTS for small molecular inhibitors of PI4K2A; purified PI4K2A, ADP-Glo luminescence, 1 h; stronger effect = lower value; hit rate 0.13% among 420,000; activity change, negative = inhibition, % at 76.9 µM; in the data active = activity change below about -50%; inconclusive = mostly about -30% to -49%;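 also: -100% = wells without enzyme as full effect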
Target sequence (Q9BTU6 whole entry, looked up): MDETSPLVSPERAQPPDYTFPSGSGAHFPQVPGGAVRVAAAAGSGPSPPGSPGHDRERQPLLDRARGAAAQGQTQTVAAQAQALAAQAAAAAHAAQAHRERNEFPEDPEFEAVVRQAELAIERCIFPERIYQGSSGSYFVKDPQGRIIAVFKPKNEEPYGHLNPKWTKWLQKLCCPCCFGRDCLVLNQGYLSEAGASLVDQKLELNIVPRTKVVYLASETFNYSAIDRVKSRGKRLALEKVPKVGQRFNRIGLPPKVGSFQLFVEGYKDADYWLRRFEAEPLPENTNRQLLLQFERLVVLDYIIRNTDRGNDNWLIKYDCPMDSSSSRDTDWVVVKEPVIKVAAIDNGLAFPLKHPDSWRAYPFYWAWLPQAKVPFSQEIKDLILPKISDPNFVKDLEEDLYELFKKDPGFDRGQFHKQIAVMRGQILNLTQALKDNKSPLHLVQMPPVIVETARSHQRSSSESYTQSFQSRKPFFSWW
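ADP-Glo luminescence measured ADP generated by PI4K2A enzyme (4 ug/mL before mixing) with 1.2 mM PI substrate (pre-mix) and 300 microM ATP (pre-mix). Tris pH7.5 buffer with MgCl2, Triton X-100; 1 h reaction at ambient temperature.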
Tb PGK inh: qHTS Assay to Find Inhibitors of Phosphoglycerate Kinase | Phosphoglycerate kinase, glycosomal (Trypanosoma brucei brucei), P07378 | AID 602233, 2012 | Potency, µM (series often up to 57.5 µM), for the others: at the top dose activity change, negative = inhibition, hits mostly inhibitors | hit rate 0.043% among 380,000 | PGK/GAPDH coupled, Kinase-Glo luminescence, 60 min; also: potency is read from the fitted curve at half-maximal effect; % is scaled to controls: 0 for no effect and ±100 for the full control effect; nearly all actives have a fitted effect of over 60% in size
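Luminescent ATP detection (Kinase-Glo Plus) follows a 60-minute room-temperature incubation, with wells lacking PGK as controls. Buffer: 100 mM TEA (pH 7.6), 5 mM MgCl2, 0.01% Tween-20. Coupling enzyme GAPDH (100 nM final) supplies unstable 1,3-BPG in-well.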
The depositor's hits bear a star; i = inactive; ? = inconclusive; nt = no result given; [ ] = dose if it differs, or a comment. Unless noted, calls follow the shape of the dose curve; as a rule, active = well fitted curve in the direction sought with a large enough effect; inconclusive = small, poorly fitted or top-dose-only effect, or another doubt; inactive = no such curve, though single readings can be large; an effect the other way counts as inactive or inconclusive. A portion of the library (hit frequency here may not be typical).

SMILES	GLS inh	G9a block	HP1b binding inh	Pol eta inh	JMJD2A Tudor	Pin1 inh	BAZ2B inh	PI4K2A block	Tb PGK inh
CCOC(=O)c1[nH]c(C)c(CN(C(C)=O)c2ccc(OCC)cc2)c1C	?	-21%	27%	-14%	-22%	-4%	-38%	2	6%
Nc1nonc1C(=O)N/N=C/c1ccc(Br)o1	-3%	-3%	39%[activator]	-22%	3%	-1%	-4%	-7	1%
CCOCCCNc1nc2ccccc2n2c(CC)nnc12	-12%	-1%[59 µM]	34%	0%	-13%	4%	-10%	2	i
COc1ccc(NC(=O)CSc2n[nH]c(N)n2)cc1OC	10%	-12%	12%	-10%	-12%	0%	-11%	4	0%
CS(=O)(=O)N1CCCC(C(=O)Nc2ccccc2C(F)(F)F)C1 (centres undefined)	36%[activator]	nt	18%	-12%	-10%	-7%	12%[57.1 µM]	-1	i
S=C(Nc1cccc2ccccc12)NN1CCCCCC1	-22%	nt	-10%	-7%	-21%	-2%	nt	-2	-6%
C=CCn1c(SCC(=O)NC(=O)Cc2ccccc2)nc2ccccc2c1=O	4%	24%[12.7 µM]	32%	-19%	-11%	-6%	-4%	-3	i
O=C1COc2ccc(C(=O)COC(=O)c3ccc(F)cc3Cl)cc2N1	-3%	nt	6%[57 µM]	-2%	4%	22%	nt	1	i
Cc1ccc(C(=O)NNC(=O)CSc2nnc3c(n2)[nH]c2ccc(C)cc23)cc1	0%	-20%[12.7 µM]	24%	4%	-12%	17%	-3%[57.1 µM]	-2	nt
Cc1ccc(S(=O)(=O)CCc2nc3ccccc3s2)cc1	0%	?	32%	0%	-9%	-2%	5%	-11	-1%
COc1ccc(CN2CCN(C(=O)c3ccc(CNS(=O)(=O)c4ccc(C)cc4)cc3)CC2)c(OC)c1OC	19%	nt	44%[activator]	-13%	3%	7%	?	1	2%
O=C(CCC1CCCCC1)Nc1cc(C(F)(F)F)ccc1N1CCOCC1	-12%	43%	64%[activator]	-20%	24%	-5%	13%	2	-7%
CCOC(=O)c1sc(NC(=O)c2ccc3ncsc3c2)nc1C	4%	-29%	74%[activator]	-4%	-25%	2%	10%	-2	-2%
CC(=O)Nc1c(NC(C)C)c2ccccc2oc1=O	4%	17%	23%	6%	-12%	0%	9%	4	-4%
O=C(NC(c1cccnc1)C(F)(F)F)c1cc(COc2ccc3c(c2)CCCC3)on1 (centres undefined)	-6%	18%	26%	-25%	-23%	21%	-18%	-1	9%
CCOc1ccc(/C(O)=C2\C(=O)C(=O)N(c3cc(C)on3)C2c2ccccc2OC)cc1 (centres undefined)	10%	?	6%	-13%	-25%	-3%	-36%	-2	4%
COC(=O)c1ccccc1S(=O)(=O)N(Cc1cc2ccc(OC)cc2[nH]c1=O)CC1CCCO1 (centres undefined)	5%	5%[59 µM]	3%	-11%	-27%	-3%	-1%	2	-1%
CCOc1ccccc1NC(=O)NNC(=O)COc1cccc(C)c1C	0%	nt	14%	-8%	-9%	-1%	-9%	-1	6%
O=C(NCc1ccccc1)C(=O)NCC1OCCN1S(=O)(=O)c1ccc2c(c1)OCCO2 (centres undefined)	-5%	9%	47%[activator]	-11%	-15%	-5%	0%	-14	-2%
CC(C)(C)CN1CCNC(=O)C1CC(=O)N1CCC(C(=O)N2CCOCC2)CC1 (centres undefined)	-1%	-10%	29%	-12%	-2%[11.4 µM]	-7%	-16%	40	-2%

9 structures already listed, arranged by count of non-hydrogen atoms, lowest first.
SMILES	GLS inh	G9a block	HP1b binding inh	Pol eta inh	JMJD2A Tudor	Pin1 inh	BAZ2B inh	PI4K2A block	Tb PGK inh
Nc1nonc1C(=O)N/N=C/c1ccc(Br)o1	-3%	-3%	39%[activator]	-22%	3%	-1%	-4%	-7	1%
S=C(Nc1cccc2ccccc12)NN1CCCCCC1	-22%	nt	-10%	-7%	-21%	-2%	nt	-2	-6%
CCOCCCNc1nc2ccccc2n2c(CC)nnc12	-12%	-1%[59 µM]	34%	0%	-13%	4%	-10%	2	i
CCOC(=O)c1sc(NC(=O)c2ccc3ncsc3c2)nc1C	4%	-29%	74%[activator]	-4%	-25%	2%	10%	-2	-2%
O=C1COc2ccc(C(=O)COC(=O)c3ccc(F)cc3Cl)cc2N1	-3%	nt	6%[57 µM]	-2%	4%	22%	nt	1	i
CCOC(=O)c1[nH]c(C)c(CN(C(C)=O)c2ccc(OCC)cc2)c1C	?	-21%	27%	-14%	-22%	-4%	-38%	2	6%
O=C(CCC1CCCCC1)Nc1cc(C(F)(F)F)ccc1N1CCOCC1	-12%	43%	64%[activator]	-20%	24%	-5%	13%	2	-7%
CC(C)(C)CN1CCNC(=O)C1CC(=O)N1CCC(C(=O)N2CCOCC2)CC1 (centres undefined)	-1%	-10%	29%	-12%	-2%[11.4 µM]	-7%	-16%	40	-2%
O=C(NC(c1cccnc1)C(F)(F)F)c1cc(COc2ccc3c(c2)CCCC3)on1 (centres undefined)	-6%	18%	26%	-25%	-23%	21%	-18%	-1	9%

Additional entries
SMILES	GLS inh	G9a block	HP1b binding inh	Pol eta inh	JMJD2A Tudor	Pin1 inh	BAZ2B inh	PI4K2A block	Tb PGK inh
CN1CCc2c(sc(N)c2C(=O)O)C1	0%	28µM*	-13%	-6%	-12%[11.4 µM]	?	-17%	-6	9%
CN(C)CC/C=C1\c2cc(F)ccc2CSc2ccccc21	0%	-19%[59 µM]	-6%	-17%	-32%	5%	-9%	5	-1%
COc1ccccc1CNC(=O)[C@@H]1CCCN1S(=O)(=O)c1ccccc1F	-4%	15%	3%	-15%	-2%	0%	2%	4	i
O=C(CC12CC3CC(CC(C3)C1)C2)N/N=C\c1ccc[nH]1	-19%	-28%	-2%	-9%	-11%	7%	-14%	-2	-10%
Cc1sc(NC(=S)Nc2ccc(F)cc2)c(C(N)=O)c1C	0%	28µM*	-10%	0%	-6%[11.4 µM]	1%	-15%	0	i
COc1ccc(NC(=O)CNC(=O)C2CCCCC2)cc1	-8%	nt	43%[activator]	-12%	-14%	3%	-2%	8	6%
O=P(Cc1ccccn1)(c1ccccc1)c1ccccc1	13%	26%[0.501 µM]	6%	-3%	-11%	-9%	-21%	-13	-5%
Clc1cccc2c1CCN(Cc1nc(-c3cnccn3)no1)C2	-8%	40µM*	18%	-23%	0%	-1%	-19%	2	0%
C/C(=N\NC(=O)c1ccc(OC2CCCC2)cc1)c1ccc(O)cc1	5%	0%	24%	9%	-3%	4%	-39%	0	-1%
Cc1ccc(C)c(C(=O)COC(=O)CN2C(=O)C3C4C=CC(C4)C3C2=O)c1 (centres undefined)	9%	?	34%[activator]	1%	-11%	-1%	1%	-1	-3%
Cc1nn(-c2ccccc2)c(C)c1CCC(=O)O	3%	-9%	17%	2%	-21%	-6%	-16%	-2	-2%
COc1cc(C(=O)OCC(=O)NC2CCCC2)cc(OC)c1OC	0%	-2%[2.33 µM]	40%[activator]	-7%	-5%	-13%	-1%	4	-2%
COc1ccc(C)cc1-n1c(N)c(C#N)c(C#N)c1-c1ccc(OC)c(OC)c1OC	-3%	-14%[59 µM]	-7%	-5%	?	4%	?	4	-5%
CNC(=O)c1ccc(-n2cccn2)nc1	-6%	12%	17%	8%	0%	-2%	?	-3	7%
COc1ccc(OCC(=O)NN2Cc3ccccc3C2=N)cc1	4%	2%	7%	3%	-16%	-1%	11%	0	-4%
Cc1ccc2nc(SCC(=O)Nc3ccc(C(N)=O)cc3)[nH]c2c1	4%	40µM*	?	-18%	-12%	?	16%	0	-10%
O=C1C2C(c3ccccc3)CC=CC2[C@H](c2ccc(C(F)(F)F)cc2)N1Cc1ccccc1 (some centres undefined)	17%	-5%[12.7 µM]	25%	-21%	-15%	-7%	-1%	-3	-8%
CCOC(=O)C1(O)CSc2nc3sc(C(=O)O)c(C)c3c(=O)n21 (centres undefined)	16%	?	15%	6%	-12%	-15%	?	-2	-1%
COc1ccc(NC(=O)C/C(C)=N/NC(=O)COc2ccc(OC)cc2)cc1	-2%	-5%	-13%	-1%	-14%	-5%	1%	1	i
NC(=O)CC(NC(=O)Cc1cccc2ccccc12)c1ccc(N2CCC(N3CCCCC3)CC2)c([N+](=O)[O-])c1 (centres undefined)	0%	nt	36%	0%	-27%	-1%	-37%	0	2%
Cc1occc1C(=O)NNC1=CC(=O)CC(C)(C)C1	4%	17%[59 µM]	44%[activator]	-24%	-3%[57.1 µM]	-1%	8%	-4	-1%
CCOCCCNC(=O)C1CC(=O)N(C2CCCC2)C1 (centres undefined)	0%	12%[12.7 µM]	45%[activator]	-10%	-13%	-2%	11%	7	i
CNC(=O)c1nc(C)c(C2(C)CC(c3cccc([N+](=O)[O-])c3)=NO2)s1 (centres undefined)	-2%	3%[12.7 µM]	46%[activator]	-8%	-11%	-2%	-14%	2	-5%
